# V1R ag counter: V1a receptor agonism, counter-screen for OXTR agonists | activation, % at 3 µM | P37288 | 0.25% of 320,000 active | CHO-V1R cells, Fluo-8 calcium fluorescence, agonist mode; 0% DMSO, 100% 3 nM vasopressin;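 active = activation above the mean activation of all tested compounds plus 3 SD, per screening run, cut at about 20% in these data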;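 also: signal is peak over basal fluorescence ratio across a 100 second FLIPR read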
# Target sequence (P37288 whole entry, looked up): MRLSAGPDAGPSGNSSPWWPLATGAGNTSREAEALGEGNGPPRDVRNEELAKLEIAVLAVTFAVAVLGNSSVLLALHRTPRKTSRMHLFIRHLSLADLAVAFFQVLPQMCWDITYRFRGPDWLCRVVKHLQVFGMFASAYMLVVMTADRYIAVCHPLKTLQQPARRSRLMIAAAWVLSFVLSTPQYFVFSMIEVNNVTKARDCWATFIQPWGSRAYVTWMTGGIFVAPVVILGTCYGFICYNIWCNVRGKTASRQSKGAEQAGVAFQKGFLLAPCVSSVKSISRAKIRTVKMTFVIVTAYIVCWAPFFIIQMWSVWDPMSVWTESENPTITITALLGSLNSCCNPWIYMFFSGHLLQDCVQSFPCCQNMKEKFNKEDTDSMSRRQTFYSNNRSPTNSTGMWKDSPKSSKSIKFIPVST
# CHO-K1 Ca antag: nonselective inhibitor or artifact in parental CHO-K1 cells; ATP-induced calcium, Fluo-8 fluorescence; inhibition, % at 3 µM; 0.6% of 360,000 active; AID 602250;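 active = inhibition above a per-plate cutoff, the plate's mean sample inhibition plus 3 SD, cut at about 24% in these data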;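 also: 0% = DMSO plus EC80 ATP and 100% = DMSO alone without ATP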
# CHO-K1 Ca ag: nonselective activator or artifact in parental CHO-K1 cells | Fluo-8 calcium fluorescence; scaled to maximal ATP response, vehicle zero | activation, % at 3 µM | 0.48% of 360,000 active | AID 602248; in the data active = activation above about 15%;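 also: untransfected CHO-K1 host cells lacking M1 receptor as counterscreen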
# M1 ag: agonists of human M1 muscarinic receptor; P11229; CHO-K1 hM1, Fluo-8 calcium fluorescence, agonist mode; 0% DMSO, 100% acetylcholine EC100; activation, % at 3 µM; 0.33% of 360,000 active;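 active = activation above the run's mean compound activation plus 3 SD, cut at about 16% in these data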;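 also: peak over basal fluorescence ratio within a 140 s kinetic read after compound addition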
# Target sequence (P11229 whole entry, looked up): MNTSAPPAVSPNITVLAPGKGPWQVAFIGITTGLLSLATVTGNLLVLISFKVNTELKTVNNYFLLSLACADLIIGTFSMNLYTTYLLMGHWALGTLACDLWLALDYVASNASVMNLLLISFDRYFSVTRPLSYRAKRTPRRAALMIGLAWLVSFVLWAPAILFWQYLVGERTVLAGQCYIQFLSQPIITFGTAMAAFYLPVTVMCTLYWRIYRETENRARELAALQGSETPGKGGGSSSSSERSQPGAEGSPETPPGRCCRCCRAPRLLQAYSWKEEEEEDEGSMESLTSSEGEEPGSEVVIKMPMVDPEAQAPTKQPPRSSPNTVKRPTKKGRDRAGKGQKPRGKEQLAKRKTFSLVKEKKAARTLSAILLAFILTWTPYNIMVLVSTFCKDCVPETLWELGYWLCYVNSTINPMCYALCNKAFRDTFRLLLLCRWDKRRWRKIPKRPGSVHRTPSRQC
# OXTR potentiator: potentiates the human oxytocin receptor response; P30559; CHO-OTR cells, Fluo-8 calcium fluorescence, potentiator mode; 0% = oxytocin EC15, 100% = EC100; activation, % at 3 µM; 0.061% of 320,000 active; AID 2445;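 active = activation above that plate's cutoff, the mean activation of tested compounds plus 3 SD, cut at about 6.6% in these data, passing the limit was not always enough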;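 also: 100% uses oxytocin at 75 nM as the full agonist control; some results filed as inactive read as strong as hits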
#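 Assay system: CHO cell line stably expressing human OTR | Also added: Oxytocin at about EC15, sub-maximal agonist stimulus | Times: Compound 6 min at room temperature before oxytocin, 100 s read | Measured by: Fluo-8 intracellular calcium fluorescence, ex 470-495, em 515-575 nm | Controls: EC15 oxytocin alone as 0%, 75 nM oxytocin as 100%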
# CHO parental Ca: counter-screen: ATP calcium response change in parental CHO cells. inhibition, % at 5.6 µM. parental CHO-K1, ATP-induced calcium, Fluo-8 fluorescence. 0.63% of 330,000 active. AID 463079;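 active = inhibition above that plate's mean sample inhibition plus 3 SD, cut at about 26% in these data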;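 also: 0% = ATP-challenged DMSO wells and 100% = DMSO wells without ATP; some compounds past the cut are filed as inactive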
#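 Test system: untransfected parental CHO cell line; also added: ATP stimulus; dosing: 5.6 µM, single dose; signal: calcium-sensitive Fluo-8 fluorescence; measure: percent inhibition of ATP-evoked calcium rise, normalized to controls; benchmarks: low control ATP plus DMSO, high control DMSO only; replication: one well per compound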
# M1 PAM parental: counter-screen for M1 PAMs: effect in parental CHO-K1 cells | ATP EC20, Fluo-8 calcium fluorescence; 0% at ATP EC20, 100% at ATP max | activation, % at 3 µM | 0.02% of 360,000 active | AID 602247;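 active = activation above the run cutoff, the mean activation of all test compounds plus 3 SD, cut at about 40% in these data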;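 also: peak over basal fluorescence ratio in a 140 s read after ATP addition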
# TAAR1 agonist: agonists of human TAAR1; Q96RJ0; CHO RD-HGA16 TAAR1, Fluo-8 calcium fluorescence; vehicle wells 0%, saturating PEA agonist 100%; activation, % at 3 µM; 0.99% of 360,000 active; AID 624467;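 active = activation above the mean activation of all test compounds in the run plus 3 SD, cut at about 38% in these data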
#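 Assay system: CHO-derived RD-HGA16 cells with stable Gα16 and human TAAR1; timing: 17-24 h seeding, 75 min 37 °C dye, 30 min RT; read-out: % activation from peak over basal fluorescence ratio, DMSO-to-PEA scaled; measured by: kinetic Fluo-8 calcium fluorescence; benchmarks: low control DMSO, high control PEA (EC100); doses: 3 µM single concentration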
# TAAR1 antagonist: human TAAR1 antagonism. Q96RJ0. CHO RD-HGA16 TAAR1, Fluo-8 calcium fluorescence, antagonist. inhibition, % at 3 µM. 1.5% of 360,000 active. AID 624466;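 active = inhibition above a per-plate cutoff, the mean inhibition of test compounds on that plate plus 3 SD, cut at about 49% in these data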;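 also: 0% = DMSO plus EC80 beta-PEA response and 100% = DMSO alone without agonist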
#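 Assay system: RD-HGA16 CHO cells with stable hTAAR1 and Gα16 / Reagent: EC80 β-phenethylamine stimulus / Doses: 3 µM, single point / Timing: dye loading 75 min at 37 °C, then 30 min room temperature / Measured by: Fluo-8 intracellular calcium dye fluorescence, real-time kinetic reads / Controls: vehicle wells and EC80 agonist wells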
# Starred values were filed as active, the others as inactive; · = not tested or not shown. Random draw from the library; overall some 3.3% were active at least once.
SMILES,V1R ag counter,CHO-K1 Ca antag,CHO-K1 Ca ag,M1 ag,OXTR potentiator,CHO parental Ca,M1 PAM parental,TAAR1 agonist,TAAR1 antagonist
O=[N+]([O-])c1ccc(O)c2ncccc12,-1.0,-5,0.6,2,-11,6,23,1,-9
CC(C)n1c(S(=O)(=O)O)nc2ccccc21,1.1,-8,-0.1,-4,4,-8,18,·,·
O=C(Nc1nc2ccccc2[nH]1)c1ccc(F)cc1,0.6,-6,2.0,-3,-5,-6,19,0,18
CCOC(=O)N/N=C/c1c(F)c(F)c(F)c(F)c1F,-0.1,-11,0.6,-6,0,3,15,3,-4
C/C(=C/C(=O)N1CCN(C)CC1)C(=O)O,0.7,3,0.1,-3,-1,-1,6,1,0
CC(C)(C)C(=O)Nc1cc(S(=O)(=O)Nc2ccc(Cl)cc2)ccc1Cl,5.9,-4,2.9,-4,-10,-14,9,14,14
CCOC(=O)C(C(C)=O)=C1SC2CS(=O)(=O)CC2S1 (configuration not stated),0.6,-12,0.2,-1,-6,-1,-3,5,12
Cc1ccc(N(C(=O)c2ccccc2Cl)C2=NC(C)CS2)c(C)c1 (configuration not stated),-0.8,-4,-0.5,-11,-7,-31,5,-1,-4
CNC(=S)SCCOc1ccccc1,-0.4,-15,1.4,-5,-7,7,24,0,-5
CCOCCn1c(SCc2cccc(C)c2)nc2c1c(=O)[nH]c(=O)n2C,-0.3,15,3.6,-4,-4,-5,6,-1,-14
COc1ccc(N2CCN(C(=O)c3cccc(F)c3)CC2)c([N+](=O)[O-])c1,2.9,-13,4.0,-6,1,-3,7,1,15
O=C(CCN1CCOCC1)NC12CC3CC(CC(C3)C1)C2,1.5,-10,2.5,-6,1,-1,10,-1,-4
CC(C)(C)c1cc(NC(=O)C2(C)CCN2C(=O)C2(c3ccccc3)CC2)no1 (configuration not stated),·,6,0.2,-5,·,·,2,-1,5
CN(C)c1ccc(-c2noc(C3CCN(S(=O)(=O)c4cccc(C(=O)O)c4)CC3)n2)cc1,0.8,-2,0.2,-5,7,-9,-4,1,-5
COc1ccc(/C=C/C(=O)Nc2ccccc2F)cc1S(=O)(=O)N1CCOCC1,0.7,4,2.2,0,4,-18,12,4,-4
COc1cc(/C=N/n2cnnc2-n2nc(C)cc2C)cc([N+](=O)[O-])c1O,0.1,-13,0.6,-3,-3,3,22,0,-17
Cc1cc(C(F)(F)F)nc(SCC(=O)Nc2nccs2)n1,-0.8,-6,0.6,-3,-5,7,-2,0,7
COCCCNc1ccn2nc(-c3ccc(Cl)cc3)cc2n1,·,24*,1.6,-1,·,·,-4,2,-7
COc1cc(SC)ccc1C(=O)N1CCN(S(=O)(=O)/C=C/c2ccccc2)CC1,3.9,-10,1.6,0,-3,-29,0,2,4
COc1ccccc1-c1ccc(NC2CCCC2)nn1,-1.6,0,-0.3,-5,-3,-6,16,0,1

# Part of the list above, with tabs:
SMILES	V1R ag counter	CHO-K1 Ca antag	CHO-K1 Ca ag	M1 ag	OXTR potentiator	CHO parental Ca	M1 PAM parental	TAAR1 agonist	TAAR1 antagonist
COc1cc(SC)ccc1C(=O)N1CCN(S(=O)(=O)/C=C/c2ccccc2)CC1	3.9	-10	1.6	0	-3	-29	0	2	4
O=[N+]([O-])c1ccc(O)c2ncccc12	-1.0	-5	0.6	2	-11	6	23	1	-9

# (continued)
SMILES,V1R ag counter,CHO-K1 Ca antag,CHO-K1 Ca ag,M1 ag,OXTR potentiator,CHO parental Ca,M1 PAM parental,TAAR1 agonist,TAAR1 antagonist
Nn1c(SCC(=O)N2CCCC2=O)nnc1-c1cccs1,0.8,3,2.9,0,-8,4,2,1,-39
Cc1cc(C)c(C(=O)COC(=O)C2CC3CCCC(C2)C3=O)c(C)c1 (configuration not stated),-0.9,-1,-0.3,-6,-10,-21,3,5,-18
O=C(NCCc1ccccc1)c1cccc(NC(=O)C2CC2)c1,·,-3,0.5,1,·,·,-1,0,10
O=C(COC(=O)/C=C/c1ccccc1)NCc1cccs1,1.9,-12,1.3,-2,-4,-1,10,18,-23
O=C(NCc1ccc(Cl)cc1)c1ccc2nc[nH]c2c1,·,-4,0.1,-6,·,·,18,4,2
CC(=O)NC(Cc1c[nH]c2ccccc12)C(=O)OCC(=O)Nc1cc(C)on1 (configuration not stated),0.2,-15,0.5,-2,-4,-3,19,0,33
Cc1cc(Nc2ccccc2Cl)c2ccccc2n1,5.8,-2,8.0,-2,-13,-14,12,4,3
COc1ccc(N2C(=O)CSC23C(=O)N(CC(=O)NC2CCCC2)c2ccccc23)cc1 (configuration not stated),-0.2,-12,-0.2,-5,-4,-13,14,3,-13
Cn1c(=O)c(=O)n(C)c2cc(S(=O)(=O)N3CCN(Cc4ccccc4)CC3)ccc21,0.3,-1,0.1,-4,-2,-7,14,12,3
CCc1cc2c(SCC(=O)NC3CC3)ncnc2s1,0.9,6,0.8,-4,-3,-21,6,3,-2
Cc1cc(NC(=O)c2ccc3c(c2)C(=O)N(Cc2ccccc2)C3=O)no1,0.3,-8,0.5,-4,-6,4,15,2,-3
O=C(NC(=S)N1CCCCCC1)c1ccccc1Cl,-0.5,-6,-0.4,-3,-14,-11,13,-1,10
COc1ccc(CC(=O)NCc2ccccc2F)cc1S(=O)(=O)N1CCOCC1,·,-6,0.8,-1,·,·,11,0,0
COCCCNCC#CCOc1ccc(OC)cc1,1.2,-6,0.1,-11,-5,-8,11,12,-12
COc1ccc(OC)c(C(c2nnnn2C2CCCC2)N2CCN(c3ccc(F)cc3)CC2)c1 (configuration not stated),0.6,-13,-0.4,-5,-10,-14,13,0,2
CC1=CC(C)C2COC(c3ccc[n+](C)c3)C1C2C (configuration not stated),2.4,-3,3.9,-8,-8,8,26,1,-4
Cc1cc(C)n2nc(S(=O)(=O)N(CC(C)C)CC(C)C)nc2n1,0.7,25*,-0.2,-4,4,-8,-8,1,-17
O=c1c2ccccc2c(C=NCCc2ccccc2)c(O)n1Cc1ccccc1,1.1,-19,1.0,-4,0,-13,25,16,-1
O=[N+]([O-])c1ccc(C(O)CN2CCOCC2)cc1 (configuration not stated),1.1,7,0.2,3,-1,-4,-10,0,8
O=C(Nc1ccc(N2CCN(C(=O)c3ccccc3)CC2)c(Cl)c1)c1ccc(Br)o1,3.5,-15,6.6,-2,-11,3,-9,17,69*
C[C@H](CO)N1C[C@H](C)[C@@H](CN(C)S(C)(=O)=O)Oc2ccc(NS(=O)(=O)c3ccccc3)cc2C1=O,1.2,-12,1.6,0,3,-9,14,1,11
COc1ccc(CCNC(=O)COC(=O)c2ccc(N3CCCC3=O)cc2)cc1,0.3,-1,1.9,-12,-1,-18,5,3,9
COc1cc(OC)cc(C(=O)Nc2cccc(C(C)=O)c2)c1,-0.8,-18,1.3,-5,6,-10,13,2,-6
Cc1cc(C)c(S(C)(=O)=O)c(Oc2cccc(C(F)(F)F)c2)n1,-1.8,-5,-0.3,-4,-3,15,-9,1,19
Cc1ccc(-c2n[nH]c(=S)n2/N=C/c2c(C)[nH]n(-c3ccccc3)c2=O)cc1,-0.9,-3,0.4,-6,-7,-12,18,0,-8
O=C(O)C1CC(=O)N(CCc2ccc(F)cc2)C1 (configuration not stated),-0.5,13,0.6,3,-5,1,2,1,0
CCCCC(=O)OCC(=O)Nc1cccc(S(=O)(=O)NC2=NCCCCC2)c1,-0.4,-13,0.5,-7,-6,-9,28,1,24
COc1ccc(CC(=O)Oc2ccccc2[N+](=O)[O-])cc1,1.8,2,-0.4,-2,3,-11,-11,2,-2
COC(=O)Nc1nc2c(C)cccc2s1,0.0,-20,1.2,-4,-6,-9,29,5,-10
CCOc1ccc(NS(=O)(=O)c2ccc(NC(=O)c3cccnc3)c(OC)c2)cc1,4.5,-14,2.6,1,-8,-6,11,6,-4
CCOC(=O)[C@]12CCCC=C1N(Cc1ccc(Cl)cc1Cl)C(=O)[C@H](CC(=O)N1CCCCC1)C2,·,0,-0.3,·,·,·,1,4,-32
CCOC(=O)c1c(N2C(=O)CC(Sc3ccccc3C(=O)O)C2=O)sc(C)c1C (configuration not stated),0.1,-6,-0.7,-3,-8,-15,10,-1,-14
CC1CCN(C(=O)Cn2c(=O)n(CCc3ccccc3)c(=O)c3ccccc32)CC1,-0.7,-9,0.9,-5,-3,-26,20,·,·
O=C(NC(c1ccccc1)c1ccccn1)c1cccc([N+](=O)[O-])c1 (configuration not stated),-0.4,0,2.5,-9,0,-22,7,4,-25
Cn1ncc2c(NCc3ccccc3)nc(NCCCO)nc21,-0.5,-8,1.1,-2,-5,1,9,3,-5
O=C(O)Cn1nc(-c2ccccc2)cc1-c1ccccc1,0.7,-7,1.1,-3,-4,-1,23,2,-4
CCN(CC)S(=O)(=O)c1ccc(OC)c(NC(=O)c2cccs2)c1,0.5,-13,0.7,-2,-10,-11,9,2,1
CCC(=O)Nc1nc2ccc([N+](=O)[O-])cc2s1,-0.2,-14,1.4,-3,-6,-17,24,-2,-15
Cc1ccc(S(=O)(=O)N(C)C)cc1NC(=O)C1CCCC1,0.5,-11,-0.1,-5,-5,-10,17,-1,-15
O=C(Nc1ccc2c(c1)OCO2)c1csc(COCCO)n1,·,-8,0.6,0,·,·,8,·,·
Cc1ccc(OCCN2C(=O)S/C(=C\c3ccc(C)o3)C2=O)cc1,0.0,4,0.1,-4,-13,-5,-5,0,-13
CCC1Sc2ccc(S(=O)(=O)CCC(=O)Nc3cccc(Br)c3)cc2NC1=O (configuration not stated),1.8,-8,8.1,1,-5,-28,9,7,49*
CCOC(=O)C1(CC2CCCCO2)CCN(Cc2ccc(OC)cc2F)CC1 (configuration not stated),2.1,10,1.6,-13,-3,4,0,3,3
NNC(=O)c1csc(Cc2c(Cl)sc3ccc(Cl)cc23)n1,0.1,5,0.0,-3,-12,-36,-12,3,6
COCc1cc(Sc2ccc(Cl)cc2)nc(-c2ccccc2)n1,1.4,-9,0.1,0,3,-8,23,4,-16
COc1ccccc1-c1cccc2nccn12,·,3,0.2,1,·,·,7,1,-3
Cc1cc(N(C)C)ccc1N=Nc1ccc2ncccc2c1,-1.7,-11,0.6,-6,-4,-32,7,-1,-10

# Single entries from the results shown.
# M1 PAM parental result of Cc1cc(N(C)C)ccc1N=Nc1ccc2ncccc2c1 reads 7
# TAAR1 antagonist result of Cc1ccc(OCCN2C(=O)S/C(=C\c3ccc(C)o3)C2=O)cc1 reads -13
# TAAR1 agonist result of NNC(=O)c1csc(Cc2c(Cl)sc3ccc(Cl)cc23)n1 reads 3
# TAAR1 antagonist result of CCC1Sc2ccc(S(=O)(=O)CCC(=O)Nc3cccc(Br)c3)cc2NC1=O (configuration not stated) reads 49*

# Screens from PubChem.
